Compound activity (PubChem BioAssay)
PTAP TSG101 blk: qHTS Assay for Iinhibitors of HIV-1 Budding by Blocking the Interaction of PTAP/TSG101. Fluorescence polarization, FITC-PTAP peptide / Tsg101 binding. Potency, µM (titrated, usually from 115 µM), without a hit: at the top dose activity change, negative = inhibition, usual class: inhibitors. 340,000 tested, under 10 active; active means well fitted inhibition curve with a large enough effect in the main read-out, with a control signal flat, not every such curve was filed as active; inconclusive means small, poorly fitted or top-dose-only effect, or effect the other way, or a change in a side signal; inactive means no such curve, though single readings can be large or run the other way; further: potency means the concentration at half of the fitted maximal effect; % of control where 0% means no effect
Target sequence (Q99816 whole entry, looked up): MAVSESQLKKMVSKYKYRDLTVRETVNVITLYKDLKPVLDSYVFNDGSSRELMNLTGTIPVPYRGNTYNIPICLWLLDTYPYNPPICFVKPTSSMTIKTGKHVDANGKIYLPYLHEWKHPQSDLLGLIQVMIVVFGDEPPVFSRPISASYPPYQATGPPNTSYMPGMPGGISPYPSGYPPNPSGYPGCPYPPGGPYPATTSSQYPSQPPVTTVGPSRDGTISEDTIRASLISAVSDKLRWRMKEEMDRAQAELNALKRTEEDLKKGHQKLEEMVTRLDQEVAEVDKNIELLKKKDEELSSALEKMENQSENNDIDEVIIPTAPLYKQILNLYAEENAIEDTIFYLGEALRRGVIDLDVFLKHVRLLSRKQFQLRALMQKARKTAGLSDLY
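Compounds were pin-transferred onto Tsg101 binding domain (10 uM final) in HEPES pH 7.5 buffer, then FITC-PTAP peptide was added at 50 nM final. After 20 min at RT, polarization reported peptide displacement across a qHTS concentration series.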
BRCA1 expr act: qHTS Assay to Identify Small Molecule Activators of BRCA1 Expression | MCF7-BRCA1-FFLuc reporter, luminescence, 48 h; response scale: scaled: vehicle 0%, 10 µM genistein 100% | Potency, µM (series often up to 46.1 µM), for inactives: top-dose activation, actives largely listed as activators | hit rate 1.1% among 380,000 | AID 624202, 2012; further: potency means the concentration at half of the fitted maximal effect; nearly all actives have a fitted effect of over 80% in size; some results filed as inactive show a strong effect at the top dose
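MCF7-BRCA1-FFLuc cells, 2000/well in phenol-red-free MEM, attached 2 h then treated 48 h at 37 C. Luciferase luminescence read 15 min after reagent; normalized to genistein maximum activation (10microM) and DMSO, concentration-response fitted.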
p53 reactivation: qHTS assay for re-activators of p53 using a Luc reporter; hit rate 0.063% among 320,000; AID 504706, 2011; H1299 p53-A138V BP100-luciferase reporter, luminescence, 24 h; Potency, µM (highest dose often 92.2 µM), inactives show at the top dose activity change, positive = activation, usual class: activators; further: potency means the concentration at half of the fitted maximal effect; % of control where 0% means no effect; nearly all actives have a fitted effect of over 45% in size
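p53-null H1299 cells stably carrying temperature-sensitive p53-A138V and a BP100-luciferase reporter were pinned with compounds (4-point, 1:5 series) and held 24 hrs at 37 deg C. Luminescence was read 10 min after detection reagent.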
TRPV1 agonist: HTS Assay for Compounds that Act as Agonists of the Vanilloid Receptor 1. TRPV1-expressing cells, Fluo-8 calcium influx, agonist mode. activation, % at 8.33 µM. hit rate 0.19% among 320,000. AID 540275, 2011; in the data active means activation above about 80%; inconclusive means between about 30% and that limit; further: 0% is about no effect
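Fluo-8 calcium influx in TRPV1-expressing cells, kinetic read (ex 480/em 520 nm). Compound added and read 3 min for agonist activity, followed by capsaicin at EC20 final and 2 min further read for enhancement.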
S-ASM inh: Inhibitors of Secretory Acid Sphingomyelinase (S-ASM): qHTS; Potency, µM (titrated, usually from 57.5 µM), for the others: at the top dose activity change, negative = inhibition, usual class: inhibitors; hit rate 0.006% among 340,000; AID 504937, 2011; Sphingomyelin phosphodiesterase (Homo sapiens), P17405; placental ASM, HMU-PC fluorogenic substrate, 60 min; further: potency means the concentration at half of the fitted maximal effect
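Fluorogenic HMU-PC substrate (9 uM final) is turned over by placental ASM in 60 min at 37 C after a 10 min compound preincubation. Reaction ended by alkaline stop (pH 10), with fluorescence read at 386/447 nm.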
uPA surface inh: qHTS for Inhibitors of Cell Surface uPA Generation; Potency, µM (highest dose often 38.3 µM), without a hit: at the top dose activity change, negative = inhibition, most hits filed as inhibitors; hit rate 0.31% among 330,000; cell surface uPA generation assay, qHTS; active means well fitted inhibition curve with a large enough effect; inconclusive means small, poorly fitted or top-dose-only effect; inactive means no such curve, though single readings can be large or run the other way; tested in mouse RAW 264.7 cells; further: potency means the concentration at half of the fitted maximal effect; on the % scale 0 is the no-effect control and ±100 the full control effect; nearly all actives have a fitted effect of over 55% in size
a7 integrin act: qHTS for Activators of Integrin-Mediated Alleviation for Muscular Dystrophy | hit rate 0.064% among 350,000 | Potency, µM (series often up to 38.3 µM), without a hit: top-dose activation, hits mostly activators | alpha7betagal myoblasts, beta-gal FDG fluorescence, 48 h | AID 624291, 2012;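 further: potency means the concentration at half of the fitted maximal effect; 100% = response of the positive control SU9516; nearly all actives have a fitted effect of over 60% in size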
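alpha7betagal+/- myoblasts (passage 13, 250/well) treated 48 h at 37C with compounds at 1:260 dilution of DMSO stock. Lysed, then beta-galactosidase activity read as FDG fluorescence (ex 480/em 540) after 30 min, with pre-read for autofluorescence.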
B2AR arrestin: qHTS assay of beta-arrestin-biased ligands of beta2-adrenergic receptor; Beta-2 adrenergic receptor (Homo sapiens), P07550; beta-arrestin recruitment to beta2AR, cell-based reporter; Potency, µM (highest dose often 46.1 µM), inactives show at the top dose activation, hits mostly activators; hit rate 0.02% among 330,000;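 further: potency means the concentration at half of the fitted maximal effect; 0% = DMSO controls and full agonism = EC100 isoproterenol or metaproterenol; nearly all actives have a fitted effect of over 65% in size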
USP2a block: qHTS Assay for Inhibitors of Ubiquitin-specific Protease USP2a Using CHOP2 as the Reporter; AID 463254, 2010; Potency, µM (titrated, usually from 38.3 µM), for the others: at the top dose activity change, negative = inhibition, most hits filed as inhibitors; hit rate 0.01% among 330,000; Ubiquitin carboxyl-terminal hydrolase 2 (Homo sapiens), O75604; USP2 core, Ub-CHOP2 coupled fluorogenic reporter, 485/531;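 further: potency means the concentration at half of the fitted maximal effect; plate controls were DMSO wells for no effect and full inhibition by NEM control for full effect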
Target sequence (O75604 whole entry, looked up): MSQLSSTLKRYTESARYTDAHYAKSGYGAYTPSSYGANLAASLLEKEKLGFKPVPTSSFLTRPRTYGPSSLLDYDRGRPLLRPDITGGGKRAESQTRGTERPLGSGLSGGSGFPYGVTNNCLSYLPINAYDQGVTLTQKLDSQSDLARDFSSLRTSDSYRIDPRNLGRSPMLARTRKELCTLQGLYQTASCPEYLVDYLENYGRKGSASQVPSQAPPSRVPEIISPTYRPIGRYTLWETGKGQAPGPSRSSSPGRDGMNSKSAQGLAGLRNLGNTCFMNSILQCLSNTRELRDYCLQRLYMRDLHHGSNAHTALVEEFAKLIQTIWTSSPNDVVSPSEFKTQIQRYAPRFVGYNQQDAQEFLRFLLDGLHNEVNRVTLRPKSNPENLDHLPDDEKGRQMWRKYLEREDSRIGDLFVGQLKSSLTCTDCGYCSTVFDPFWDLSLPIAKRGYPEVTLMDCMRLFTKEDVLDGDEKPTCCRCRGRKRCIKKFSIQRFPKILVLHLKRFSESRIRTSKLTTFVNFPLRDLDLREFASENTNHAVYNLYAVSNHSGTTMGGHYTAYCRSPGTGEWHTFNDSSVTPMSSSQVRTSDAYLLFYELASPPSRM
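Cell-free coupled assay: 10nM USP2 core preincubated 30min RT with compound in Tris-HCl pH 8.0/CaCl2/CHAPS buffer, then 25nM Ub-CHOP2 and 25nM reporter substrate; fluorescence (Ex 485/Em 531) read after 60min RT, normalized to NEM inhibition, concentration-response curves fitted.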
Eya2 inh: qHTS Assay for Inhibitors of the Phosphatase Activity of Eya2 | Potency, µM (top dose mostly 76.9 µM), inactives show top-dose activity, negative = inhibition, hits mostly inhibitors | recombinant Eya2, OMFP fluorescence dephosphorylation (OMFP is methylfluorescein phosphate) | hit rate 0.006% among 330,000; further: potency means the concentration at half of the fitted maximal effect; on the % scale 0 is the no-effect control and ±100 the full control effect
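Eya2 (0.2 uM) preincubated 10 min at ambient with compound, then OMFP substrate added at 50 uM; 10 min reaction in 50 mM HEPES pH 7.5, 50 mM NaCl, 5 uM MgCl2, 0.05% BSA, 1 mM DTT. Fluorescence read at Ex 485/Em 525 nm.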
ELG1 genotoxic: qHTS screen for small molecules that induce genotoxicity in human embryonic kidney (HEK293T) cells expressing luciferase-tagged ELG1 | HEK293T ELG1-luciferase reporter, luminescence, 16 h | Potency, µM (doses to about 46 µM), for inactives: top-dose activity change, positive = activation, most hits filed as activators | hit rate 1.3% among 330,000; further: potency means the concentration at half of the fitted maximal effect; % of control where 0% means no effect; nearly all actives have a fitted effect of over 60% in size
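Genotoxic stress is detected as increased luminescence from luciferase-tagged ELG1 in HEK293T cells, measured with ONE-Glo after a 16 hr treatment at 37 °C.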
Numbers without * were called inactive; ? = inconclusive; · = not tested or not shown. Unless noted, the call rests on the fitted dose curve; in most records, active means well fitted curve in the direction sought with a large enough effect; inconclusive means small, poorly fitted or top-dose-only effect, or another doubt; inactive means no such curve, though single readings can be large; an effect the other way counts as inactive or inconclusive.

SMILES	PTAP TSG101 blk	BRCA1 expr act	p53 reactivation	TRPV1 agonist	S-ASM inh	uPA surface inh	a7 integrin act	B2AR arrestin	USP2a block	Eya2 inh	ELG1 genotoxic
O=P(c1ccccc1)(c1ccccc1)N1CCCCC1	0%	-10%	-2%	3	1%	-3%	-11%	-0.4%	-1%	5%	-2%
CCCn1c(C(=O)c2ccccc2)nc2ccccc21	-5%	6%	-1%	7	-4%	-2%	-4%	-0.2%	2%	-3%	0%
C[C@]12CCC(=O)C=C1CC[C@@H]1[C@@H]2CC[C@@]2(C)[C@H]1CC[C@]2(C)O	2%	-40%	·	6	-1%	?	·	0.2%	5%	6%	·
COc1cccc(-c2nn(Cc3ccccc3)cc2C(=O)O)c1	-6%	18%	7%	6	-11%	0%	-17%	-0.5%	1%	10%	0%
CC#CP(=O)(OC)C(O)(CF)c1ccccc1 (stereo unspecified)	-6%	8%	2%	2	1%	0%	-16%	-0.1%	-2%	5%	-2%
CC[N+](CC)(CCCCS(=O)(=O)[O-])CCNP1(=O)C=C(c2ccccc2)OC(c2ccccc2)=C1	1%	-11%	2%	2	1%	?	-20%	-0.4%	2%	-2%	0%
O=C1NC(=O)C(CCOc2ccccc2)(CCc2ccccc2)C(=O)N1	-5%	-23%	·	·	-1%	1%	-11%	·	·	·	·
Cc1cccc(-c2nc3ccccc3c(=O)n2-n2cccc2)c1	-3%	-18%	-3%	-3	-5%	7%	26%	0.2%	0%	-8%	-5%
COc1c(C=C2C(=O)NC(=O)NC2=O)c(CCN(C)C(=O)c2ccccc2)cc2c1OCO2	-6%	-35%	8%	11	1%	3%	13%	-0.2%	0%	-21%	0%
O=C1NC(=O)N(Cc2ccco2)C(=O)/C1=C/c1ccc(-c2cccc([N+](=O)[O-])c2)o1	-1%	-19%	3%	11	-4%	10%	10%	-0.2%	2%	-5%	7%
Cc1ccc(NC(=O)CSc2nnc([C@@H](N)Cc3c[nH]c4ccccc34)o2)c(C)c1	-6%	4%	-7%	0	-1%	-3%	-27%	-1.0%	1%	-8%	-2%
O=C1Nc2ccccc2/C1=C/c1cnc[nH]1	-4%	-21%	12%	0	-6%	·	36%	3.3%	2%	7%	8%
CCOC(=O)c1c(C)n(CC(O)CN2CCOCC2)c2cc(Br)c(OC)cc12 (stereo unspecified)	-2%	-11%	-2%	14	0%	-3%	-14%	0.3%	2%	-13%	-6%
CC[C@H]1CC2CN3CCc4c([nH]c5ccccc45)C(C(=O)OC)(C2)C13 (stereo partly specified)	0%	-14%	·	·	0%	-7%	-5%	·	·	·	·
N#Cc1ccc(NC(=O)CN2CCCC2)cc1Cl	3%	45%	1%	5	4%	-9%	8%	0.0%	-5%	7%	3%
CCC(NC(=O)OC(C)(C)C)C(=O)Oc1cc(C)cc2oc(=O)c3c(c12)CCC3 (stereo unspecified)	-4%	0%	6%	14	6%	-3%	12%	0.1%	2%	-29%	-1%
CC(=NCCc1ccccc1)c1c(O)[nH]c(=O)[nH]c1=O	3%	12%	0%	-3	4%	-3%	1%	-0.1%	1%	5%	18%
CC(C)(C)c1ccc(S(=O)(=O)N2CC3CC(C2)c2cccc(=O)n2C3)cc1 (stereo unspecified)	-4%	5%	-2%	-2	-2%	2%	11%	-0.2%	0%	38%	-1%
COc1cc(NS(=O)(=O)c2ccc3c(c2)oc(=O)n3C)cc(OC)c1OC	-1%	-27%	-1%	2	8%	?	-11%	0.2%	-1%	-3%	-4%
O=C1C=CCC(/C=C/c2ccccc2)O1 (stereo unspecified)	3%	-75%	-20%	4	2%	1µM*	0%	-0.8%	1%	10%	-4%
CCCn1c(C)c(C(=O)c2cccc3ccccc23)c2ccccc21	0%	9%	6%	4	-3%	-26%	·	0.3%	0%	-1%	?
OC(c1ccccc1)(c1ccccc1)c1ccncc1	-3%	-12%	-2%	0	2%	15%	12%	-0.3%	1%	5%	-2%
Cc1cccc(-n2c(-c3ccco3)nc3ccccc3c2=O)c1C	-8%	1%	-9%	5	-2%	-11%	-34%	-0.1%	1%	-4%	-8%
Cc1ccc(C)c(OCC(=O)N2CCCN(C)CC2)c1	0%	1%	-12%	-2	5%	-2%	-32%	-0.3%	0%	-8%	2%
CC(O)(CS(=O)(=O)c1cccc(C(F)(F)F)c1)C(=O)Nc1ccc(C(F)(F)F)cc1 (stereo unspecified)	-10%	-23%	-2%	·	-9%	·	0%	-0.3%	1%	2%	-4%
CC(=O)OC1CC(OC2C(O)CC(OC3C(O)CC(OC4CCC5(C)C(CCC6C5CCC5(C)C(C7=CC(=O)OC7)CCC65O)C4)OC3C)OC2C)OC(C)C1OC1OC(CO)C(O)C(O)C1O (stereo unspecified)	-1%	·	·	·	3%	4%	-18%	·	·	·	·
CCOP(=O)(OCC)c1nc(-c2ccc(F)cc2)oc1NCc1ccccc1	-6%	-64%	-6%	?	3%	?	-13%	-0.2%	-1%	2%	0%
O=C1Nc2ccccc2C1Cc1nc2ccccc2c(=O)n1-c1ccccc1 (stereo unspecified)	-4%	8%	0%	-8	-1%	-4%	-22%	0.2%	-2%	?	-1%
CC(=O)OC(C)(C)/C=C/C(=O)C(C)(O)C1[C@H](O)C[C@@]2(C)C3CC=C4C(CC[C@@H](O)C4(C)C)[C@]3(CO)C(=O)C[C@]12C (stereo partly specified)	0%	·	-15%	0	0%	-19%	-52%	0.2%	1%	-18%	-8%
OC1/C(=C/c2ccc(F)cc2)N2CCC1CC2 (stereo unspecified)	-5%	-20%	6%	1	-8%	-9%	20%	0.1%	2%	4%	1%
CCC(c1ccc(C)cc1)N1C(=O)C2C3CCC(O3)C2C1=O (stereo unspecified)	1%	12%	-5%	-1	7%	4%	16%	-0.5%	0%	-2%	0%
C[C@]12CC[C@H]3C(CCC4(O)CC(O)CC[C@]34C=O)C1=CC[C@H]2c1ccc(=O)oc1 (stereo partly specified)	-1%	-59%	-5%	-4	4%	-6%	16%	0.2%	5%	-1%	-18%
CCOc1ccccc1CNCCc1ccc2c(c1)OCO2	-2%	-23%	·	3	-3%	-3%	-20%	-0.6%	0%	1%	-9%
Cc1ccsc1C(=O)C1CCCN(Cc2cnn(C(C)C)c2)C1 (stereo unspecified)	3%	-6%	-1%	2	4%	15%	-12%	0.0%	1%	7%	-4%
CN1CCN2c3ccccc3CC3(C(=O)N(C)C(=O)N(C)C3=O)C2C1 (stereo unspecified)	-2%	2%	-2%	-1	2%	4%	-12%	8.4%	0%	4%	-2%
CC(C)(Cl)[N+](=O)[O-]	-1%	4%	-10%	3	-1%	10%	·	0.3%	-1%	13%	-3%
O=C(Cn1nc(-c2ccc(Cl)cc2)ccc1=O)N1CCC2(CC1)OCCO2	0%	0%	-1%	6	-2%	-4%	11µM*	0.3%	-1%	-2%	0%
CCCC(C)n1[nH]c(=O)c2c1NC(=O)CSC2c1ccc(OC)cc1 (stereo unspecified)	-2%	-32%	-2%	0	3%	8%	-16%	0.3%	0%	1%	-3%

Not all compounds are listed. The share of hits here may be higher or lower than overall.
